TWEAK Fn14 block: inhibitors of TWEAK-Fn14 interaction signaling; TWEAK-stimulated Fn14 reporter cells, luciferase luminescence, 8 h; inhibition, % at 10 µM; hit rate 2% among 360,000; AID 1159606; in the data active = inhibition above about 50%
LRH-1 inv ag: suppresses constitutive activity of human LRH-1; HEK293T StAR-luciferase reporter, LRH-1 transfected, 24 h; hit rate 0.13% among 360,000; inhibition, % at 3.6 µM; AID 602396; O00482;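 active = inhibition above the mean inhibition of all tested compounds plus 3 SD, cut at about 73% in these data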;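 note: 0% = DMSO wells and 100% = reporter-only cells lacking LRH-1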
SRC2 inh: inhibits human steroid receptor coactivator 2; hit rate 0.17% among 370,000; Q15596; HEK293 GAL4-SRC2 luciferase reporter, luminescence; inhibition, % at 9 µM;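 active = inhibition above the mean inhibition of all tested compounds plus 3 SD, set per campaign, cut at about 52% in these data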;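 note: 0% = DMSO treated cells and 100% = cells given Gossypol at 36 µM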
CF NFkB block: cystic fibrosis NF-kB activation inhibition | hit rate 0.86% among 360,000 | KKLEB NF-kB-GFP reporter, PAF-induced, GFP fluorescence overnight | inhibition, % at 5 µM;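 active = at least 50% inhibition at 5 µM, scaled per plate between neutral and stimulator controls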;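 note: PAF is a Pseudomonas aeruginosa culture filtrate used as stimulus; plate controls were PAF-stimulated DMSO wells for no effect and unstimulated DMSO wells for full effect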
NCOA3 inh: inhibits human SRC3 coactivator; Q9Y6Q9; HEK293 GAL4-SRC3 luciferase reporter, luminescence; inhibition, % at 3.6 µM; hit rate 0.17% among 360,000; AID 588352;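 active = inhibition above a per-campaign cutoff, the mean of all compounds plus 3 SD, cut at about 60% in these data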;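 note: 0% = DMSO-treated cells and 100% = gossypol-treated cells at 36 µM; higher means less SRC3-driven luciferase light from the GAL4 reporter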
Target sequence (Q9Y6Q9 whole entry, looked up, the tested form may be a part): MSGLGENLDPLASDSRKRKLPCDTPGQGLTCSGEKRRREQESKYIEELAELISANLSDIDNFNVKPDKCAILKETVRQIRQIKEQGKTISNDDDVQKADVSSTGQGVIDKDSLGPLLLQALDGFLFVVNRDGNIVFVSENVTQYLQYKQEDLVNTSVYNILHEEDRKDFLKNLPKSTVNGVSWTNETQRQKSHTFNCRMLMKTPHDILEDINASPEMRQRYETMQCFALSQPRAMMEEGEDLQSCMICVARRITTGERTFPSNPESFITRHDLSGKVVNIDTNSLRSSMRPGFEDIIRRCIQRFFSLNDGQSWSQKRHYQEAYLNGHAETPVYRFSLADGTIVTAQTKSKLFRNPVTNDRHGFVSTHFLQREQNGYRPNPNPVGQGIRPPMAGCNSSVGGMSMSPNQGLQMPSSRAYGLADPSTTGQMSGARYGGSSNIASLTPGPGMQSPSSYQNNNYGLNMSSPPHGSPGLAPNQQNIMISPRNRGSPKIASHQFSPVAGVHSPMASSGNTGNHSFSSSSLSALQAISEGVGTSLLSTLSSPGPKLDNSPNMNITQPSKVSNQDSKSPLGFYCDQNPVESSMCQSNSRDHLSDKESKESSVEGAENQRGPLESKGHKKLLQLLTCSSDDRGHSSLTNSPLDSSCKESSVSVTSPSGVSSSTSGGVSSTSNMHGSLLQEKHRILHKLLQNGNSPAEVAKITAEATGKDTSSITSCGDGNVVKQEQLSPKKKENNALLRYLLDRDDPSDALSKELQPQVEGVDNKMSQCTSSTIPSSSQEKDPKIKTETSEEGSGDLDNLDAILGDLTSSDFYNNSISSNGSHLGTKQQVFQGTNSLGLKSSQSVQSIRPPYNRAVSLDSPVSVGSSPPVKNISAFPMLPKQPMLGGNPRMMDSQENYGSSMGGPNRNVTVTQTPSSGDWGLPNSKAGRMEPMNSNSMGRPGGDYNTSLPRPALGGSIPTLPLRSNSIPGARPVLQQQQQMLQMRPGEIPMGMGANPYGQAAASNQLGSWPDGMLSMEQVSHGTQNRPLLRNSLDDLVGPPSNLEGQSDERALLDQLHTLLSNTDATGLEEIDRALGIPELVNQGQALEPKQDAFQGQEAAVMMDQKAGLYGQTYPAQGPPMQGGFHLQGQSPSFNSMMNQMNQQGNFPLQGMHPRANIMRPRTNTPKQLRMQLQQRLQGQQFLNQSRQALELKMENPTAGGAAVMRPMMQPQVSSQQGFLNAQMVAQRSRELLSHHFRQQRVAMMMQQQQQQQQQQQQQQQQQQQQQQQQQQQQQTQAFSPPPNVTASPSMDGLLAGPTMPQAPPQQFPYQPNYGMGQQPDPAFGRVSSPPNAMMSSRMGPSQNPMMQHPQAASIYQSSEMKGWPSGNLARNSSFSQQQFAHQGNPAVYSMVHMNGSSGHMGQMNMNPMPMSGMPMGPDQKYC
EBV LMP1 NFkB: Epstein-Barr LMP1 NF-kappaB reporter inhibition. inhibition, % at 12.5 µM. hit rate 0.69% among 350,000. LMP1-induced NF-kappaB luciferase reporter cells, luminescence; in the data active = inhibition above about 41%;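 note: 0% = neutral control wells and 100% = reference inhibitor control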
TRAIL sens C8: sensitizes caspase-8 expressing cells to TRAIL; inhibition (viability loss, TRAIL sensitization), % at 10 µM; hit rate 1% among 360,000; AID 624354; NB7+C8 cells + TRAIL, ATPlite viability luminescence;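 active = compounds causing at least 50% loss of cell viability in the single-dose screen, relative to plate controls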
KKLEB cytotox: CF airway cell cytotoxicity counter-screen | activity change (cytotoxicity), % at 5 µM | KKLEB CF airway cells viability, ATPlite luminescence, overnight; stronger effect = lower value; cells stimulated with P. aeruginosa culture filtrate | hit rate 0.36% among 360,000;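 active = corrected activity change at or below -50% at 5 µM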
TROY signal inh: blocks TROY-dependent signaling in reporter cells; hit rate 0.98% among 360,000; inhibition, % at 10 µM; Q293 LMP1-TROYcd NF-kB luciferase reporter, 4 h;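 active = compounds whose plate-normalised and pattern-corrected inhibition of the luciferase reporter signal at the single screening dose is 50% or more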
SRC1 inh: inhibitors of human steroid receptor coactivator 1 (SRC1). HEK293 GAL4-SRC1 luciferase reporter, luminescence. inhibition, % at 3.6 µM. hit rate 0.12% among 360,000. AID 588354;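 active = inhibition above the campaign mean plus 3 SD, with each screening campaign given its own cutoff, cut at about 60% in these data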;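 note: 0% = DMSO treated cells and 100% = gossypol at 36 µM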
COUP-TFII inh: inhibitors of human COUP-TFII (NR2F2) | HEK293T NGFI-A luciferase reporter, luminescence | hit rate 0.7% among 370,000 | P24468 | AID 686940 | inhibition, % at 8.6 µM;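 active = inhibition above a per-plate cutoff, mean inhibition of test wells between control levels plus 3 SD, cut at about 38% in these data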;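 note: cells cotransfected with COUP-TFII expression vector driving the NGFI-A reporter; 0% = median of COUP-TF2 test wells and 100% = reporter-only cells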
* marks the source's active call; other numbers are inactive results; . = no result given.

Values run as follows: TWEAK Fn14 block	LRH-1 inv ag	SRC2 inh	CF NFkB block	NCOA3 inh	EBV LMP1 NFkB	TRAIL sens C8	KKLEB cytotox	TROY signal inh	SRC1 inh	COUP-TFII inh
- O=C1Cc2ccccc2C(c2ccccc2)N1 (stereo not drawn)
 : 19	30	-6	-3	9	-4	-3	8	-10	-18	11
- CNS(=O)(=O)c1cccc(C(=O)NCC2(N3CCCCC3)CCCCC2)c1
 : 6	-18	-14	-5	-11	-7	-2	7	-10	-25	-1
- CCOc1ccc(NC(=O)Cn2c(=O)n(CC3CCCO3)c(=O)c3ccccc32)cc1 (stereo not drawn)
 : -7	-2	0	1	3	2	12	-5	1	12	7
- COc1ccccc1CN1CC(C(=O)NCC2CCCO2)CC1=O (stereo not drawn)
 : 12	-7	21	6	23	-9	-3	6	12	-8	-1
- COc1ccc(C(=O)/C=C/C(=O)N(CC(=O)NC2CCCCC2)Cc2ccc(F)cc2)c(O)c1
 : 85*	6	-31	37	-9	25	44	-42	89*	-12	15
- Cc1ccc(O)c(NC(=O)c2noc3c2CCCCC3)c1
 : 8	-61	-39	-12	-48	-30	11	6	-5	-37	-26
- COc1ccc(-n2cnc3cc(NC(=O)c4ccco4)ccc32)cc1
 : -28	-34	.	7	11	-17	5	2	-1	-6	.
- CCOC(=O)c1oc2ccccc2c1NC(=O)c1cccs1
 : 0	-10	9	-3	15	1	-14	-2	-3	-3	17
- O=C(c1ccc2nccnc2c1)N1CCCC(Nc2ccc(F)c(F)c2)C1 (stereo not drawn)
 : -6	9	-10	39	3	-7	-3	-8	-6	-6	-8
- CCc1ccc(S(=O)(=O)NCCc2cn3ccsc3n2)s1
 : 14	-2	-8	-4	-2	-10	-7	7	-8	15	3
- Cc1nnc(SCC(=O)Nc2ccc(N3CCOCC3)cc2)o1
 : 5	16	-4	8	-2	3	-6	0	1	-4	4
- Cc1cc(C)c2sc(N(CCCN(C)C)C(=O)COc3ccc(Cl)cc3)nc2c1
 : -19	3	16	32	13	-2	-3	-32	-9	-31	-27
- CC(C)(c1ccccc1)c1ccc(OCCCN2CCNCC2)cc1
 : 8	29	-34	6	2	4	1	2	15	10	5
- c1ccc2c(c1)OCC(c1nnc3sc(-c4cnccn4)nn13)O2 (stereo not drawn)
 : 0	-13	-5	17	-2	2	0	-14	18	-13	2
- Clc1cccc(OCCCN2CCCC2)c1Cl
 : -4	2	17	-4	10	15	2	8	6	11	-1
- Fc1cccc(Cl)c1C1Nc2cccc3cccc(c23)N1
 : 27	0	-6	-42	-19	-4	-7	17	6	-8	6
- O=C(CC1SC(=O)N(c2ccccc2)C1=O)Nc1ccccc1 (stereo not drawn)
 : -2	-16	-39	0	-15	5	-10	9	0	-16	-4
- COc1ccc(C2=CC(c3ccc(OC)c(OC)c3)NC(=S)N2)cc1 (stereo not drawn)
 : -10	-4	6	-3	-6	3	2	2	4	14	14
- O=C(CN1C(=O)CCSc2ccc(S(=O)(=O)N3CCOCC3)cc21)Nc1cccc(F)c1
 : -24	14	-13	0	10	-1	-5	-3	5	-12	14
- COC(=O)c1c(NC(=S)Nc2ccc(C(=O)N3CCOCC3)cc2)sc2c1CCC2
 : -5	1	-5	19	8	-6	-3	6	19	-10	13
- CC(C)[C@H](NC(=O)OCc1ccccc1)C(=O)OCC(=O)N1CCN(c2ccc(F)cc2)CC1
 : -25	1	11	6	5	10	-5	-2	1	14	-1
- CCN(CC)CCN1C(=O)c2ccccc2NC1c1ccc(C)cc1 (stereo not drawn)
 : 0	-13	-6	0	-15	-1	19	-1	-4	-2	17
- COc1ccc(CC(NC(C)=O)C(=O)NC2CCN(S(=O)(=O)c3ccc(NC(C)=O)cc3)CC2)cc1OC (stereo not drawn)
 : 1	-14	13	-9	13	-7	-10	-3	2	-1	-1
- Cc1oc2cc3oc(=O)c(CC(=O)O)c(C)c3cc2c1-c1ccccc1
 : -14	-5	-4	12	-21	6	-24	-14	23	17	7
- COc1cccc(CNC(=O)CN2C(=O)COc3ccc(S(=O)(=O)N4CCCC4)cc32)c1
 : 29	-7	-1	-12	-23	0	7	-3	5	-6	-12
- O=c1nc(/C=C/c2ccc(O)c(O)c2)oc2ccccc12
 : 22	-23	.	-2	-95	-8	42	-4	-64	-152	.
- Cc1cccc(N2CCN(CC(=O)NCc3ccc(Cl)cc3)CC2)c1C
 : -25	2	17	2	3	-12	-3	-6	21	-9	10
- CCC(c1nnnn1-c1ccc2c(c1)OCCO2)N1CCN(c2cccc(C)c2C)CC1 (stereo not drawn)
 : 11	35	-7	.	.	.	2	.	15	.	3
- Cc1ccc(NC(=O)C2CC(=O)N(Cc3ccccc3)C2)nc1 (stereo not drawn)
 : 21	4	12	48	19	0	-11	-12	-27	-7	-3
- O=C(O)CCCc1ccc2c(c1)CCc1ccccc1-2
 : 56*	-9	74*	-24	19	24	5	-2	27	17	75*
- O=C(O)c1cc2nc3c(c(C(F)(F)F)n2n1)CCCC3
 : 13	-6	-14	-7	15	7	-3	7	12	2	8
- Cc1c(Nc2scc(-c3ccccc3)[n+]2-c2ccccc2)c(=O)n(-c2ccccc2)n1C
 : -5	2	.	13	7	-3	11	10	-28	-12	.
- O=C(CCNC(=O)c1ccc([N+](=O)[O-])cc1)NCCCN1CCCC1=O
 : 2	10	5	-34	7	-3	-9	1	-18	-12	-9
- CCOC(=O)N1CCN(CC(O)COC(CC)c2ccccc2)CC1 (stereo not drawn)
 : -16	-3	18	1	23	-3	-3	-5	22	-1	-7
- Cc1ccc(NC(=O)CCNC(=O)c2ccc(Cl)cc2)nc1
 : -16	-51	7	0	-20	-14	-14	12	-62	-42	-18
- CC(=O)NNc1ncnc2c1cnn2-c1ccc(C)c(Cl)c1
 : 73*	-24	-19	-2	-3	-9	-16	-4	61*	3	9
- CC1(C)CC(=O)c2sc(NS(=O)(=O)c3ccc([N+](=O)[O-])cc3)nc2C1
 : 13	18	-9	0	-9	3	-2	-12	11	-11	0
- O=C(/C=C/c1ccc(Cl)cc1Cl)Nc1ccncc1
 : 3	-53	-20	6	-61	2	27	3	-29	-42	-14
- Cc1ccc(-c2nc(NC(=O)CSc3nnc4scc(-c5ccccc5)n34)ns2)cc1
 : 48	-23	-5	9	6	-4	11	-8	52*	-6	11
- O=C(NCCc1csc(-c2cccnc2)n1)c1cccc2ccccc12
 : -8	-17	0	1	13	89*	12	1	-5	10	-3
- COC(=O)C1=C(C)N(Cc2ccccc2)C(=NCCN2CCOCC2)N[C@H]1CCc1ccccc1
 : -9	-15	-4	-6	5	14	1	-22	-4	1	-12
- COc1ccc(CCNC(=O)CN(Cc2ccc(Cl)cc2)S(C)(=O)=O)cc1OC
 : -14	-1	-17	-1	-2	1	16	12	-7	-9	-5
- COc1cccc(/C=C/C(=O)OCC(=O)N2CCN(S(=O)(=O)c3ccc(Cl)cc3)CC2)c1
 : 4	4	-12	-6	23	5	-2	-4	11	-12	8
- O=C(N/N=C/c1ccc2ncccc2c1)c1ccco1
 : 70*	-123	-5	8	-62	48*	80*	-10	51*	-83	-15
- Cc1cc(C)c(-n2c(SCCS(=O)(=O)c3ccc(F)cc3)n[nH]c2=O)c(C)c1
 : 8	4	19	-5	10	-7	-2	-9	0	5	-10
- CCOC(=O)N1CCC(Nc2c(N3CCN(c4cccc(C(F)(F)F)c4)CC3)c(=O)c2=O)CC1
 : 2	4	-16	4	11	8	11	5	10	6	0
- Cc1ccc(C(=O)CC2(O)C(=O)N(C)c3ccc(Br)cc32)c(C)c1 (stereo not drawn)
 : -3	-19	-17	21	0	-3	-7	0	-13	-6	2
- Cc1cccc2cc(C#N)c(SCc3nnc(-c4ccccc4[N+](=O)[O-])o3)nc12
 : -11	0	-6	17	4	3	1	-8	11	12	-1
- S=c1sc2c(N3CCN(Cc4ccccc4)CC3)ncnc2n1-c1ccccc1
 : 58*	2	-26	-15	2	5	21	3	56*	-18	1
- CCn1c(O)c(/C=N/N=C/c2ccc(OC)cc2)c2cc(C3=NNC(=O)CC3)ccc21
 : -48	-22	8	-30	1	9	27	-8	3	-6	14
- COc1ccc(-c2cc(C(F)F)n3ncc(C(=O)N4CCN(C(=O)c5ccco5)CC4)c3n2)cc1
 : -5	15	-20	-35	-10	5	13	4	14	-2	11
- CC1CCN(c2ccc3nnc(CCC(=O)N4CCCCC4)n3n2)CC1
 : -8	2	-3	-19	2	-5	-8	-2	-2	-13	4
- N#Cc1c(-c2ccccc2)cc(-c2ccccc2)nc1Br
 : 18	9	-42	-12	14	7	23	-11	3	5	-2
- COc1ccc(-c2ccccc2)cc1NC(=O)[C@@H]1O[C@H](CO)[C@@H](O)[C@H]1O
 : -7	-7	-27	18	-7	.	-9	1	8	6	14
- COc1ccc(CN2C(=NC(=O)C3CC3)SC3CS(=O)(=O)CC32)cc1OC (stereo not drawn)
 : -10	17	-22	-27	-7	5	-5	7	-20	10	-1
- Cc1nc2ccccc2n1C(=O)c1cc(-c2ccc(Br)cc2)nc2ccccc12
 : -78	-11	-57	-5	-6	-2	19	2	-26	-15	-7
- O=C(NC1CC1)C1CC(=O)N(c2cccc(Cl)c2)C1 (stereo not drawn)
 : 0	8	-21	-15	7	5	5	8	1	10	-24
- Cc1cc(C)c(C#N)c(OCc2ccc(Cl)nc2)n1
 : -3	-17	-21	1	1	0	-10	4	-12	3	-11
- Cc1cccc(NC(=O)CSc2nnc(-c3cc(C)[nH]n3)n2N)c1
 : 13	.	26	7	.	-6	-3	-4	-6	.	8
- O=C(Nc1ccn(Cc2ccccc2F)n1)c1ccc(COc2cc(Cl)ccc2Cl)o1
 : 12	3	11	10	23	-4	0	-32	23	-10	19

Part of the list above with just SRC2 inh:
Molecule,SRC2 inh
O=C(/C=C/c1ccc(Cl)cc1Cl)Nc1ccncc1,-20
COc1ccc(-c2ccccc2)cc1NC(=O)[C@@H]1O[C@H](CO)[C@@H](O)[C@H]1O,-27

Next records.
Values run as follows: TWEAK Fn14 block	LRH-1 inv ag	SRC2 inh	CF NFkB block	NCOA3 inh	EBV LMP1 NFkB	TRAIL sens C8	KKLEB cytotox	TROY signal inh	SRC1 inh	COUP-TFII inh
- CCCCNCc1cc(Br)c(OCC(=O)NCc2ccccc2)c(OC)c1
 : -1	-11	7	0	11	-14	16	1	1	-9	2
- COC(=O)c1ccc(COC(=O)CCc2nc(-c3ccccc3)c(-c3ccccc3)o2)cc1
 : 12	-17	1	1	-9	-2	-10	19	-15	-45	-2
- CCOc1ccc(NC(=S)/C(=C(\[O-])c2ccc(C)c([N+](=O)[O-])c2)[n+]2ccccc2)cc1
 : 2	-4	.	-7	-31	3	0	6	10	-56	.
- O=C1NC(=O)/C(=C/c2ccc(N3CCOCC3)o2)N1
 : -1	11	-3	-13	-10	-3	20	8	-12	13	6
- COc1cccc(/C=C/C(=O)OCC(=O)Nc2nnc(-c3ccccc3)o2)c1OC
 : -8	-15	-3	-10	-2	2	-5	-8	-18	-6	-15
- Cc1onc(-c2ccccc2)c1C(=O)OCC(=O)Nc1cccc(Cl)c1
 : -10	6	-10	13	-26	4	-1	8	2	-5	-4

An unsorted share of the library; overall some 4.2% were active at least once.
